Screens as filed in PubChem BioAssay.
RAD54 inh: RAD54 (human) branch migration inhibition; RAD54 Holliday junction branch migration, FAM/BHQ fluorescence; inhibition, % at 10.4 µM; 360,000 compounds, 0.14% hits;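 active = mean normalized replicate activity at least 40 and at least half of replicates scoring 40 or more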;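 note: 0% = median of neutral control wells and 100% = median of positive control wells; inhibitors cause a drop in the FAM fluorescence signal; in these data hits start at about 50%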
Target sequence (Q92698 whole entry, looked up): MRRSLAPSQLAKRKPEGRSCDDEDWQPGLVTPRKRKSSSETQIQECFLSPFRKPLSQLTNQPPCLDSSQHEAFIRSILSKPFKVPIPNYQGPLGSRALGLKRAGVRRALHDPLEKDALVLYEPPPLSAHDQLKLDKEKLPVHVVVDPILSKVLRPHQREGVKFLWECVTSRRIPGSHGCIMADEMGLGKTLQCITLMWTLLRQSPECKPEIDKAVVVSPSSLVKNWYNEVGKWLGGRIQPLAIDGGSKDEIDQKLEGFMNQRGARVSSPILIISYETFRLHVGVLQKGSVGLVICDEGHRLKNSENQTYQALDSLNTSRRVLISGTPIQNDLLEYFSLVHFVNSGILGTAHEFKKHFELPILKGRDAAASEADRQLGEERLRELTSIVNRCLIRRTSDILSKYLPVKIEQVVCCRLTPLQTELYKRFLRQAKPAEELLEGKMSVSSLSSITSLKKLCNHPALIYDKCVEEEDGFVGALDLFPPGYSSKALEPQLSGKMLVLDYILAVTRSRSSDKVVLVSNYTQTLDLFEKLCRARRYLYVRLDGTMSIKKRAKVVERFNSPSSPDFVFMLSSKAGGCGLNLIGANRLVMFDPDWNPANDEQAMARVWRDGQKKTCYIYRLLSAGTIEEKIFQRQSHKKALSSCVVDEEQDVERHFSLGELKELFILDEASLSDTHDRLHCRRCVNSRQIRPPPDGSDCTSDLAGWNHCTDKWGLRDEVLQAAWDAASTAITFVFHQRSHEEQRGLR
esBAF inh: blocks esBAF chromatin remodeling in mouse ES cells | Bmi1-luciferase knock-in reporter, 24 h; 100% = twice the neutral-well signal | reporter increase, % at 12.5 µM | 350,000 compounds, 2% hits | AID 602393; in the data active = activation above about 40%;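 note: 0% = median of the plate's neutral control wells and 100% = double that signal; a rise in the Bmi1 reporter signal indicates esBAF inhibition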
Starred values were filed as active, the others as inactive. Only part of the results is shown; the hit share may differ from the screen's.

SMILES	RAD54 inh	esBAF inh
Cc1ccc2cc(/C=N/NC(=O)CN3CCOCC3)c(Cl)nc2c1	10	24
COc1ccc(/C=N/N=C2\CC3CCC2(C)C3(C)C)cc1O (centres undefined)	3	-11
Cc1ccc(NC(=O)NNS(=O)(=O)c2ccc(Br)cc2)cc1	-6	-5
COc1cnn(-c2cc(Oc3ccc(C)cc3)ncn2)c(=O)c1Cl	10	13
CC(=O)N(Cc1c(C#N)c2ccccc2n1C)c1ccccc1	5	0
O=C(O)CC(C(=O)O)N1C(=O)/C(=C/c2ccc(-c3nc4ccccc4s3)o2)SC1=S (centres undefined)	-8	8
CCOc1cccc(C(=O)Nc2nccs2)c1	17	30
CCCOc1ccc(C2c3c(oc4ccccc4c3=O)C(=O)N2CCCN2CCOCC2)cc1 (centres undefined)	-11	-1
CC(=O)N1CCc2cc(S(=O)(=O)NCCC(=O)N3CCc4ccccc4C3)ccc21	5	-8
O=C(Nc1ccc2c(c1)OCO2)C1CCN(C(=O)c2cccs2)CC1	-8	0
CCOC(=O)/C(C(N)=NC)=C(\O)c1ccccc1	-9	2
CCc1ccc2[nH]c(=O)c(CN(CCN(CC)CC)C(=O)NC3CCCCC3)cc2c1	3	-1
CCOc1cccc2cc(C(=O)N3CCc4ccccc4C3)c(=O)oc12	-4	-2
CN(CC(=O)Nc1ccncc1)S(=O)(=O)c1ccccc1	6	5
COc1ccccc1Oc1coc2cc(O)ccc2c1=O	-2	0
COC(=O)c1cn(-c2ccccc2)nc1-c1ccccc1	-6	14
CC1(C)CC(NC(=O)c2ccc3c(c2)OCO3)CC(C)(C)N1	-12	-1
Cc1ccccc1C(=O)N/N=C/c1ccc([N+](=O)[O-])s1	-7	-62
COCC(C)NC(=O)NC1(C(F)(F)F)Oc2ccc(Cl)cc2O1 (centres undefined)	-5	-8
COC(=O)c1ccc(NC(=O)CSc2nnc(COc3ccccc3)n2C)cc1	-1	3
CCC(=O)Nc1c2c(nn1-c1ccc(C)cc1C)CSC2	4	0
O=S(=O)(c1cccc2nsnc12)N1CCOCC1	1	-4
Cc1ccc(F)cc1N=Cc1c(O)c2ccccc2oc1=O	-7	1
Clc1ccc(Sc2ccc(/C=N/n3cnnc3)o2)cc1	-4	-1
CCS(=O)(=O)N1CCC(c2nc(-c3ccc(C(F)(F)F)cc3)no2)CC1	-13	0

(cont.)
SMILES	RAD54 inh	esBAF inh
Cn1cnnc1SCc1ccc(-c2ccc(Br)cc2)o1	6	28
Cn1nc(-c2ccccc2)c(COC(=O)c2cccc(Cl)c2)c1S(=O)(=O)c1ccccc1	7	-4
CCOC(=O)C(C)On1c(-c2cccc(Cl)c2)nc2ccc([N+](=O)[O-])cc21 (centres undefined)	-3	38
CC(CN1CCCCC1)OC(=O)c1ccc(Cl)cc1Cl (centres undefined)	1	2
O=C(c1ccco1)N1CCN(C(=O)c2ccccc2OC(=O)C23CC4CC(CC(C4)C2)C3)CC1	8	-12
CC(C)c1ccc(S(=O)(=O)N2CCN(CC(=O)Nc3ccc4c(c3)OCO4)CC2)cc1	-9	2
O=Cc1ccc(O)c2ncccc12	0	-6
CCC(=O)c1ccc(OCC(O)CN(C)C2CCCCC2)cc1 (centres undefined)	7	7
Cc1ccc(-n2nc(C(=O)O)nc2-c2ccccc2)cc1	-2	8
CC(=O)c1cc2c(cc1NC(=O)CCCC(=O)O)OCO2	0	-2
COc1ccc(N(C(=O)c2ccco2)S(=O)(=O)c2ccccc2)cc1	11	6
CCN1CCN(CCNC(=O)CCc2c(C)c3c(C)nn(-c4ccccc4)c3n(C)c2=O)CC1	7	-6
C=CCn1c(CNc2ccc(C)cc2)nnc1SCC(=O)N/N=C/c1ccc(O)cc1O	-2	-3
CS(=O)(=O)N(CC(=O)N1CCN(c2ccccc2)CC1)c1ccccc1Cl	-3	9
CCNC(=O)CC1C(=O)N(c2ccccc2)C(=O)N1CCC(C)C (centres undefined)	5	-5
CCOc1ccc(S(=O)(=O)n2nc(C)cc2C)c2ccccc12	-10	-8
C=CCNC(=O)/C(=C\c1ccc([N+](=O)[O-])cc1)NC(C)=O	1	-2
Cc1cccc(C(=O)n2c(=S)nc3ccccn32)c1	3	-43
c1ccc2c(c1)C(=Nn1cnnc1)c1ccccc1-2	0	10
c1ccc(C2CC(c3ccccc3)n3ncnc3N2)cc1 (centres undefined)	-2	0
CN(C)CCOC(=O)CCc1ccccc1	-3	-2
CCN(CC)CC(=O)Nc1ccc(-c2nc3cc(NC(=O)CN(CC)CC)ccc3o2)cc1	5	8
CC1(C)Cc2c(C#N)c(N3CCN(C(=O)c4ccccc4)CC3)nc(Cc3ccccc3)c2CO1	-7	-5
O=C(Nc1ccc2c(c1)nc1n2CCN(Cc2ccccc2)C1)NC1CCCCC1	0	-2
CCOc1ccc(S(=O)(=O)Nc2cccc(N(C)S(C)(=O)=O)c2)cc1	-3	-10

20 successive compounds already listed:
SMILES	RAD54 inh	esBAF inh
Cc1ccc2cc(/C=N/NC(=O)CN3CCOCC3)c(Cl)nc2c1	10	24
COc1ccc(/C=N/N=C2\CC3CCC2(C)C3(C)C)cc1O (centres undefined)	3	-11
Cc1ccc(NC(=O)NNS(=O)(=O)c2ccc(Br)cc2)cc1	-6	-5
COc1cnn(-c2cc(Oc3ccc(C)cc3)ncn2)c(=O)c1Cl	10	13
CC(=O)N(Cc1c(C#N)c2ccccc2n1C)c1ccccc1	5	0
O=C(O)CC(C(=O)O)N1C(=O)/C(=C/c2ccc(-c3nc4ccccc4s3)o2)SC1=S (centres undefined)	-8	8
CCOc1cccc(C(=O)Nc2nccs2)c1	17	30
CCCOc1ccc(C2c3c(oc4ccccc4c3=O)C(=O)N2CCCN2CCOCC2)cc1 (centres undefined)	-11	-1
CC(=O)N1CCc2cc(S(=O)(=O)NCCC(=O)N3CCc4ccccc4C3)ccc21	5	-8
O=C(Nc1ccc2c(c1)OCO2)C1CCN(C(=O)c2cccs2)CC1	-8	0
CCOC(=O)/C(C(N)=NC)=C(\O)c1ccccc1	-9	2
CCc1ccc2[nH]c(=O)c(CN(CCN(CC)CC)C(=O)NC3CCCCC3)cc2c1	3	-1
CCOc1cccc2cc(C(=O)N3CCc4ccccc4C3)c(=O)oc12	-4	-2
CN(CC(=O)Nc1ccncc1)S(=O)(=O)c1ccccc1	6	5
COc1ccccc1Oc1coc2cc(O)ccc2c1=O	-2	0
COC(=O)c1cn(-c2ccccc2)nc1-c1ccccc1	-6	14
CC1(C)CC(NC(=O)c2ccc3c(c2)OCO3)CC(C)(C)N1	-12	-1
Cc1ccccc1C(=O)N/N=C/c1ccc([N+](=O)[O-])s1	-7	-62
COCC(C)NC(=O)NC1(C(F)(F)F)Oc2ccc(Cl)cc2O1 (centres undefined)	-5	-8
COC(=O)c1ccc(NC(=O)CSc2nnc(COc3ccccc3)n2C)cc1	-1	3

(more compounds)
SMILES	RAD54 inh	esBAF inh
CCOc1ccc(-c2nnc(-c3ccccc3)o2)cc1	0	-59
CCCC(=O)N1CCN(c2ccc(NC(=O)c3cc4ccccc4o3)cc2Cl)CC1	12	-13
CN1C2C=C3C(C#N)=C(N)C(C#N)(C#N)[C@@H](c4cccs4)C3C1CC2 (some centres undefined)	4	0
CCCCCCNC(=O)C(C#N)c1nc2ccccc2nc1N1CCOCC1 (centres undefined)	-13	-15
COc1ccc(CCNC(=O)CSc2nc(N)c(C#N)c(-c3cccs3)c2C#N)cc1OC	3	4
CCC(C)Nc1nc2c(c(=O)[nH]c(=O)n2C)n1CCC(C)C (centres undefined)	-7	1
CC1(C)NC(=O)N(CC(O)Cn2nnc3ccccc32)C1=O (centres undefined)	-13	-1
CC1=Nc2nc(N3CCCCCC3)c(C#N)c3c4c(nc(c23)N1)N(c1ccc2ccccc2c1)C(=O)C4	-11	-1
CC(C)CCn1c(Oc2ccccc2Cl)nc2c1c(=O)n(C)c(=O)n2C	-5	-3
CN1C(=O)SC(Nc2ccc(F)cc2)C1=O (centres undefined)	-9	-3
O=C(NC1CC1)C1CCC(=O)N1C1CCCC1 (centres undefined)	7	12
CCCC(=O)N1CCN(c2ccc(NC(=O)c3cc4ccccc4o3)cc2)CC1	9	13
Cc1cc(C)nc(NC2=NCC(=O)N2c2ccc(Cl)cc2)n1	-1	-10
Cc1cccc(NC(=S)NNC(=O)c2sccc2C)c1	10	42*
O=C(N1CCOCC1)N1CCN(CC(O)COc2ccc3ccccc3c2)CC1 (centres undefined)	-2	-4
CC(NC(=O)Nc1ccc(O)cc1)(C(F)(F)F)C(F)(F)F	-44	-7
COc1cc(C)c(S(=O)(=O)N2CCCC2)cc1C	-9	-2
O=C(O)CCc1ccc(-c2ccc(F)cc2)n1CC(=O)O	-6	-6
COC(=O)c1cc(CC(=O)c2ccc(O)cc2O)c(C)o1	-15	0
CCCCn1c(SCC(=O)Nc2sc3c(c2C(N)=O)CCC3)nnc1-c1ccccc1	-7	-1
O=C(NCc1ccco1)c1cc2nc(-c3cccs3)cc(C(F)(F)F)n2n1	-3	-11
COc1ccc(/C=C2\C(=O)NCC(=O)N2Cc2ccccc2)cc1	-3	0
O=C(N1CCOCC1)N(Cc1cccs1)C1CCCC1	0	0
COCCN(CC(=O)NCc1ccccc1)C(=O)CCC(=O)Nc1nccs1	2	6
CCOC(=O)Nc1ccc(C)cc1C	-4	1

Further results follow.
SMILES	RAD54 inh	esBAF inh
COc1ccccc1-c1cc(C(F)(F)F)nc(S(=O)(=O)CCCC(=O)N2CCOCC2)n1	-1	10
O=C(NCc1cccs1)c1ccccc1F	-7	2
Cc1ccc(/C=N\NC(=O)c2cc(OCC(F)(F)F)ccc2OCC(F)(F)F)cc1	-5	6
CCC(=O)Nc1ccc(C(=O)n2nc(C)cc2C)cc1	-3	4
Cc1ccc(C(=O)CC2(O)C(=O)N(Cc3ccccc3)c3ccccc32)o1 (centres undefined)	6	-4
O=S(=O)(c1ccc(OCc2nc3ccccc3s2)c(Cl)c1)N1CCOCC1	-8	86*
O=S(=O)(N/N=C\c1cccn1-c1ccccc1)c1ccc2ccccc2c1	-9	-2
Cn1c(Nn2cnnc2)nc2ccccc21	-13	-6
O=c1c2ccccc2nc(SCc2cc(F)ccc2F)n1C1CCCC1	3	-9
Cc1cc(Br)cn2c(Cc3ccsc3)c(-c3ccc(Cl)cc3)nc12	-4	-2
CCN(CC)S(=O)(=O)c1ccc(NC(=O)c2ccc(N(C)S(C)(=O)=O)cc2)cc1	4	3
CN(CC(=O)NC(=O)NCc1ccco1)Cc1nc2ccccc2c(=O)[nH]1	-4	0
N=C1C(c2ccccc2)=C(O)C2CCc3ccccc3N12 (centres undefined)	-11	0
CCOc1cc(S(=O)(=O)Nc2ccc(Cl)cn2)ccc1Cl	10	1
N#Cc1c(-c2ccccc2)ccnc1Oc1ccccc1	3	49*
O=C(CCCC(=O)OCC(=O)c1ccc(Cl)cc1Cl)Nc1cc(C(F)(F)F)ccc1Cl	-5	-9
O=C(COC(=O)C(O)c1ccccc1)c1ccc2c(c1)OCCO2 (centres undefined)	-3	17
CCc1nnc(NC(=O)c2cccc(S(=O)(=O)N3CCN(c4ccccc4)CC3)c2)s1	1	7
O=C(Nc1ccccc1N1CCCC1)c1ccco1	-4	5
COc1ccccc1-c1c(C)nn2c(C)c(C(C)=O)cnc12	-24	-4
CC(=O)N1C(=O)C2(C(C#N)=C(N)Oc3c2c(C)nn3-c2ccccc2)c2ccccc21 (centres undefined)	-4	-8
CC(C)(C)Nc1nc(NN)nc(NC(C)(C)C)n1	8	-2
COc1ccc(OC)c(S(=O)(=O)N2CCC(C(=O)N3CCN(Cc4ccccc4)CC3)CC2)c1	10	-1
COc1ccc(S(=O)(=O)CCC(=O)N2c3ccccc3CC2C)cc1 (centres undefined)	27	-1
COc1ccc(CNc2nc(SC)n[nH]2)cc1OC	5	4

Carrying on.
SMILES	RAD54 inh	esBAF inh
CCOC(=O)c1c2n(c3ccc(O)cc13)CCCCC2	-19	-1
Cc1cccc(-n2c(SCC(N)=O)nnc2-c2ccccn2)c1C	6	-9
CC(C)CCn1cnc2c(cnn2-c2ccc(Cl)cc2)c1=O	7	-4
Cc1ccc(S(=O)(=O)NCC(=O)N(CC(=O)NCc2ccco2)Cc2ccc3c(c2)OCO3)cc1	1	2
Cn1c(CCNC(=O)c2ccc(Cl)cc2)n[nH]c1=S	-3	2
CCOc1ccc(-n2c(C)nc3cc(C(=O)NCc4ccco4)ccc32)cc1	-3	-3
O=C(OCc1nnc(-c2ccccc2)o1)c1ccc(S(=O)(=O)NCc2ccco2)cc1	-10	-5
O=c1c2cccc3c2c(nn1CN1CCOCC1)-c1ccccc1-3	12	0
O=C(CSc1nc2ccccc2s1)NNC(=S)Nc1ccc(Br)cc1	3	3
COc1ccccc1NS(=O)(=O)c1cc(C(=O)NCCN2CCOCC2)ccc1Cl	-1	-2
Brc1ccc2c(c1)OCCOCCOc1cc(Br)ccc1OCCOCCOCCO2	5	-6
C/C(N)=C(/C#N)C(=O)CSc1nnnn1-c1ccc(C)cc1	-4	38
C=CCSc1nc(N(CC)CC)c2sccc2n1	-1	-5
c1ccc(Nc2nc(N3CCOCC3)c3ccccc3n2)cc1	10	-12
Cc1cccc(NC(=O)CCN2C(=O)c3ccccc3S2(=O)=O)c1C	10	-2
COC(=O)CN(c1cccc(F)c1)S(C)(=O)=O	0	-4
COc1ccc2[nH]c(=O)c(CN(C(=O)c3cccnc3)c3ccc(C)cc3)cc2c1	7	7
O=C(NNC1=C(C(=O)C(F)(F)F)CCC1)c1ccccc1Cl	13	-6
COC(=O)c1ccc(NC(=O)C2CC(=O)N(c3ccc(C)cc3)C2)cc1 (centres undefined)	3	12
COCC(=O)N(Cc1cc2cc(OC)ccc2[nH]c1=O)c1ccc(C)cc1	-2	-1
O=C1NCCc2c1[nH]c1c(Cl)ccc(Cl)c21	7	-15
